TLR9-MyD88 inh – blocks human TLR9 binding to MyD88. inhibition, % at 4.98 µM. Q9NR96+Q99836. AID 504734. CHO BLA complementation TLR9-MyD88, CCF4 FRET ratio. 340,000 tested, 0.21% active;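 active = inhibition above the mean over all tested compounds plus 3 SD, cut at about 21% in these data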;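 also: 0% = DMSO only wells and 100% = clavulanate BLA inhibitor control wells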
C8 TRAIL sens – sensitizes caspase-8 expressing cells to TRAIL; 360,000 tested, 1% active; NB7+C8 cells + TRAIL, ATPlite viability luminescence; inhibition (viability loss, TRAIL sensitization), % at 10 µM;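 active = compounds causing at least 50% loss of cell viability in the single-dose screen, relative to plate controls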
NCOA3 inh – human NCOA3 inhibition. Q9Y6Q9. HEK293 GAL4-SRC3 luciferase reporter, luminescence. inhibition, % at 3.6 µM. 360,000 tested, 0.17% active. AID 588352;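 active = inhibition above a per-campaign cutoff, the mean of all compounds plus 3 SD, cut at about 60% in these data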;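 also: 0% = DMSO-treated cells and 100% = gossypol-treated cells at 36 µM; higher means less SRC3-driven luciferase light from the GAL4 reporter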
NOD2-RIPK2 inh – blocks binding of human NOD2 to RIPK2. O43353. CHO BLA complementation NOD2-RIPK2, CCF4 ratio. inhibition, % at 4.98 µM. 360,000 tested, 0.38% active. AID 624267; in the data active = inhibition above about 21%;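 also: 0% = vehicle only and 100% = reference blocker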
TROY signal inh – blocks TROY-dependent signaling in reporter cells; AID 1347056; 360,000 tested, 0.98% active; Q293 LMP1-TROYcd NF-kB luciferase reporter, 4 h; inhibition, % at 10 µM;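 active = compounds whose plate-normalised and pattern-corrected inhibition of the luciferase reporter signal at the single screening dose is 50% or more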
NCOA1 inh – inhibits human SRC1 coactivator; HEK293 GAL4-SRC1 luciferase reporter, luminescence; Q15788; 360,000 tested, 0.12% active; inhibition, % at 3.6 µM;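 active = inhibition above the campaign mean plus 3 SD, with each screening campaign given its own cutoff, cut at about 60% in these data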;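 also: 0% = DMSO treated cells and 100% = gossypol at 36 µM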
NR2F2 inh – blocks human COUP-TFII nuclear receptor; 370,000 tested, 0.7% active; AID 686940; HEK293T NGFI-A luciferase reporter, luminescence; inhibition, % at 8.6 µM; P24468;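 active = inhibition above a per-plate cutoff, mean inhibition of test wells between control levels plus 3 SD, cut at about 38% in these data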;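 also: cells cotransfected with COUP-TFII expression vector driving the NGFI-A reporter; 0% = median of COUP-TF2 test wells and 100% = reporter-only cells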
Target sequence (P24468 whole entry, looked up): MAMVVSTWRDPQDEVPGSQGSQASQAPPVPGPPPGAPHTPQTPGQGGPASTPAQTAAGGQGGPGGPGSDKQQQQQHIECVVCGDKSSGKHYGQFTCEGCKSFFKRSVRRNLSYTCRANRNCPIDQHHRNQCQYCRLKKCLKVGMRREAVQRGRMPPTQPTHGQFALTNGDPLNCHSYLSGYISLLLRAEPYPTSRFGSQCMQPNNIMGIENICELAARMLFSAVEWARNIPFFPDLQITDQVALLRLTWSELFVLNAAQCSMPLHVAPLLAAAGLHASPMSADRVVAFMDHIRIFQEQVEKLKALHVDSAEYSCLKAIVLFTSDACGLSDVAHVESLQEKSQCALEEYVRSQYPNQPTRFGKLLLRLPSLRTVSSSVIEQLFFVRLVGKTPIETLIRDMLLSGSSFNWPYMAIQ
EBV LMP1 NFkB – inhibitors of Epstein-Barr LMP1-induced NF-kappaB reporter; LMP1-induced NF-kappaB luciferase reporter cells, luminescence; inhibition, % at 12.5 µM; 350,000 tested, 0.69% active; AID 504558; in the data active = inhibition above about 41%;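 also: 0% = neutral control wells and 100% = reference inhibitor control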
SRC2 inh – inhibits human steroid receptor coactivator 2; inhibition, % at 9 µM; Q15596; 370,000 tested, 0.17% active; HEK293 GAL4-SRC2 luciferase reporter, luminescence;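 active = inhibition above the mean inhibition of all tested compounds plus 3 SD, set per campaign, cut at about 52% in these data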;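 also: 0% = DMSO treated cells and 100% = cells given Gossypol at 36 µM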
Vif imaging – blocks HIV Vif function | inhibition, % at 7.49 µM | HEK293T cells, Vif self-association by quenched fluorescence, imaging, 24 h | AID 602346 | 340,000 tested, 0.35% active; in the data active = inhibition above about 50%, passing the limit was not always enough; also: some results filed as inactive read as strong as hits
NR5A2 inv ag – suppresses constitutive activity of human LRH-1 | O00482 | HEK293T StAR-luciferase reporter, LRH-1 transfected, 24 h | inhibition, % at 3.6 µM | 360,000 tested, 0.13% active | AID 602396;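 active = inhibition above the mean inhibition of all tested compounds plus 3 SD, cut at about 73% in these data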;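 also: 0% = DMSO wells and 100% = reporter-only cells lacking LRH-1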
Target sequence (O00482 whole entry, looked up): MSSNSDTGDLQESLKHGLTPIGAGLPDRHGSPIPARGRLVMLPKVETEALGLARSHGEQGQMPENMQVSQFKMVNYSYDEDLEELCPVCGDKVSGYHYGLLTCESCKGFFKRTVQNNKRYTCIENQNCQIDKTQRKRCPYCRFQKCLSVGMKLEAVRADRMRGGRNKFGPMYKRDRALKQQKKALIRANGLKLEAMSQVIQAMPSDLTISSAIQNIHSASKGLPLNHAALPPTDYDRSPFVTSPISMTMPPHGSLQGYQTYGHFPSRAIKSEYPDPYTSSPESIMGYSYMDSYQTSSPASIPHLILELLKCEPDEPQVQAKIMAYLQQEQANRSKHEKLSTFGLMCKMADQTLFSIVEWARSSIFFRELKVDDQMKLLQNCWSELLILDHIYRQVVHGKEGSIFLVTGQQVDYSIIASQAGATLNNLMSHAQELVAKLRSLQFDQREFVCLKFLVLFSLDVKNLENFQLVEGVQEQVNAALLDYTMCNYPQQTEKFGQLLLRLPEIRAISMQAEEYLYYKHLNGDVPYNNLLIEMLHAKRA
* hit, by the source's call; / = no result given. Not all compounds are listed; the hit share may differ from the screen's.

SMILES	TLR9-MyD88 inh	C8 TRAIL sens	NCOA3 inh	NOD2-RIPK2 inh	TROY signal inh	NCOA1 inh	NR2F2 inh	EBV LMP1 NFkB	SRC2 inh	Vif imaging	NR5A2 inv ag
CCN1C(=O)C(=Cc2cc(C)n(C3CC3)c2C)C(=O)N(CC)C1=S	-11	1	7	-5	10	-30	-9	5	2	-15	-1
O=c1c2ccccc2nc(N2CCCC2)n1-c1ccccc1	-6	-8	0	3	-2	-10	19	3	-5	/	0
Cc1ccc(S(=O)(=O)N2CCCC2c2cccnc2)cc1 (stereo not drawn)	14	-12	12	3	-13	-2	-8	3	-6	1	-4
Cc1c2cnn(CC(=O)N3CCC4(CC3)OCCO4)c(=O)c2c(C)n1Cc1ccccc1F	7	-4	4	-15	5	-11	-16	0	-2	24	10
CCC1CN1P(=O)(N1CCCC1)N1CC1CC (stereo not drawn)	-4	6	0	3	5	-13	-21	1	-20	5	9
O=c1cccc2n1CC1CC2CN(C(c2cccc(F)c2)c2sc3ncnn3c2O)C1 (stereo not drawn)	2	9	8	-2	4	1	-6	-23	15	18	-3
C[C@]12CCC3C(CC[C@H]4C[C@@H](O)CC[C@]34C)C1CCC2=O (stereo partly drawn)	-10	-8	1	11	12	-18	/	1	/	-2	-12
O=C1CN=C(c2ccccc2)c2cc(Cl)ccc2N1	0	-34	8	1	18	-2	7	-4	-3	-1	-1
CC12CN3CC(C)(CN(C1)C3c1ccncc1)C2=O (stereo not drawn)	0	9	-4	-29	2	0	-4	2	15	1	0
CCCNC(=O)N1[C@H]2CC[C@@H]1C(C(=O)OC)=C(c1ccc(OC(F)(F)F)cc1)C2	-1	7	50	-4	6	12	10	3	2	-7	22
CC(C)COC(=O)c1ccccc1C(=O)OCC(C)C	-12	-9	13	1	-5	3	12	-8	5	-15	-8
CN1C(=O)NC(=O)/C(=C\c2ccc([N+](=O)[O-])o2)C1=O	-13	1	6	4	-8	-9	/	-7	/	/	-4
COC(=O)[C@H]1C[C@@H]1[C@H](NP(=O)(c1ccccc1)c1ccccc1)c1ccccc1	4	15	12	1	0	-12	3	5	-4	6	17
CN1CC(C(=O)c2ccccc2)C(c2ccccc2)C1 (stereo not drawn)	-12	-1	-8	-7	-9	1	-6	-5	-3	5	1
COc1ccc(N2C(=O)NC(=O)/C(=C\c3cn(CC(=O)N4CCOCC4)c4ccccc34)C2=O)c(OC)c1	-7	5	6	-8	15	-23	-7	0	-29	-2	-3
OC1(c2ccc(F)cc2)CCNC1 (stereo not drawn)	5	-13	-2	-8	-4	-26	15	-7	-20	82*	9
C[C@@H]1CN([C@H](C)CO)C(=O)CCCn2nncc2CO[C@H]1CN(C)C(=O)Oc1ccccc1	-4	2	-15	-1	1	-6	-3	-2	-17	-2	-13
C=CCCC1(C2=CCCCC2)C(=O)NC(=O)NC1=O	-3	-17	-3	-11	1	-4	-5	0	-41	-1	-18
Cc1ccc2c(c1)CC1(CN2C)C(=O)NC(=O)N(CCC2=CCCCC2)C1=O (stereo not drawn)	-2	-10	-8	-5	7	-3	15	-10	7	-2	2
COC(=O)C1=C(c2cccc(C#N)c2)C[C@@H]2CC[C@H]1N2C(=O)NC1Cc2ccccc2C1	-2	1	-1	-1	-34	1	-5	-3	5	0	9
COc1cccc(-n2c(O)c(C=Nc3c(C)n(C)n(-c4ccccc4)c3=O)c(=O)[nH]c2=O)c1	-2	0	-1	-5	0	-5	6	3	-39	0	9
COC(=O)C1=C(c2ccc(Cl)c(C(F)(F)F)c2)C[C@@H]2CC[C@H]1N2C	-8	-2	6	0	-10	-15	6	-3	7	-1	-32
Cc1ccccc1Cc1c(C)nc2nc(SCC(=O)N3CCC4(CC3)OCCO4)nn2c1C	1	9	9	-1	13	-9	0	-6	-19	-3	-7
CNC(=S)N1CCn2cccc2C1c1cccnc1 (stereo not drawn)	-12	-13	17	7	-2	-42	3	2	-10	14	10
COC(=O)C[C@H]1CC[C@H]2NC[C@@H](O)COC[C@@H]2O1	/	-6	/	-12	/	/	-3	/	-21	/	6
O=C(Nc1ccccc1)NC1CC2CCC(C1)N2 (stereo not drawn)	-3	-11	-7	-5	-3	-4	-8	0	-1	8	-2
Cc1ccc2c(c1)C1CN(C)CCC1N2C(=O)/C(C#N)=C/c1ccc2c(c1)OCO2 (stereo not drawn)	8	-1	14	4	2	-19	3	-4	-5	1	-5
COc1cc(C=C2C(=O)NC(=O)NC2=O)ccc1OS(=O)(=O)c1ccccc1[N+](=O)[O-]	6	2	-15	-15	-13	-50	-19	-3	-24	10	-44
COc1ccc(N=Cc2c(O)n(CC3CCCO3)c(=O)[nH]c2=O)cc1 (stereo not drawn)	2	5	-16	-13	-25	-5	0	-6	-6	3	-3
CCOc1ccc(-n2c(CC)nc3ccccc3c2=O)cc1	5	39	-9	-11	-1	16	21	4	1	11	2
O=c1ccc2cc(O[C@@H]3O[C@@H](CO)[C@H](O)[C@@H](O)[C@@H]3O)c(O)cc2o1	-26	1	1	-2	-5	-3	-7	-2	24	/	-12
COc1ccccc1CCNCc1cc2c(cc1[N+](=O)[O-])OCO2	4	6	-5	-18	-44	2	13	5	3	/	18
CC12CCC(O)CC1CCC1C2CCC2(C)C(C(=O)CC(O)C(F)(F)F)CCC12 (stereo not drawn)	-2	11	16	0	25	-2	-2	-5	7	-23	-11
COc1ccc(C(C)=O)cc1CC(C(=O)c1ccc(C)cc1)N(C)C (stereo not drawn)	5	-3	-11	7	-1	7	-3	3	6	-4	11
COc1ccc(NC(=O)c2c(C)nn(Cc3ccccc3Cl)c2Cl)cc1Cl	2	18	14	2	-13	10	6	4	-7	-23	-13
COc1cccc(CNC2CN3CCC2CC3)c1OC (stereo not drawn)	-13	-7	-3	-5	7	17	5	-3	-13	-17	-9
O[C@@H]1CCCN2CCc3c([nH]c4ccccc34)[C@H]12	6	1	16	-5	-30	-9	-2	2	-11	-2	16
COc1ccc(C(c2nnnn2C2CCCCC2)N2CCC3(CC2)C(=O)NCN3c2ccccc2)cc1 (stereo not drawn)	/	-13	-1	-2	17	-1	-5	/	-17	-4	-22
COc1ccc2c(CCN)c[nH]c2c1	3	-4	12	-4	12	3	6	1	2	8	-5
C[C@@H]1CN([C@@H](C)CO)C(=O)CCCn2nncc2CO[C@H]1CN(C)C(=O)Oc1ccc2ccccc2c1	-7	-7	-10	-5	-6	-6	-30	1	7	/	8
NC(=O)c1c(Br)n(C2OC(CO)C(O)C2O)c2ncnc(N)c12 (stereo not drawn)	-3	33	3	8	10	23	18	-6	34	-11	31
CC(O)C1C=CC=CC(=O)OC2CC3OC4C5OC5(C)C(O)CC4(COC(=O)C(O)C(C)CCO1)C2(C)C31CO1 (stereo not drawn)	1	62*	94*	7	86*	96*	92*	88*	73*	3	100*
COC1=C(OC)[C@]23CCc4ccc(OC)c(OC)c4[C@]2(CCN3C)CC1=O	-2	-4	4	-4	-22	-24	13	-12	-14	0	12
CC(=O)Nc1ccc(S(=O)(=O)N2Cc3ccccc3-n3nncc3C2)cc1	5	4	15	-14	2	-14	4	5	17	-1	-30
CCOP(=O)(OCC)C(NC(=O)Cc1ccccc1)C(Cl)(Cl)Cl (stereo not drawn)	-5	-14	1	-5	-24	-8	-2	-13	10	0	1
COc1ccc(CCC(=O)N2C[C@H]3C[C@@H](C2)c2cccc(=O)n2C3)cc1	-7	-21	-21	-5	4	-11	6	-11	-8	-12	-4
CCCCN1C(=O)NC(=O)C2(Cc3ccccc3N3CCOCC32)C1=O (stereo not drawn)	4	-3	6	3	4	21	20	14	7	8	-3

Some of the entries above in another layout.
Cc1ccc2c(c1)CC1(CN2C)C(=O)NC(=O)N(CCC2=CCCCC2)C1=O (stereo not drawn)
  TLR9-MyD88 inh = -2; C8 TRAIL sens = -10; NCOA3 inh = -8; NOD2-RIPK2 inh = -5; TROY signal inh = 7; NCOA1 inh = -3; NR2F2 inh = 15; EBV LMP1 NFkB = -10; SRC2 inh = 7; Vif imaging = -2; NR5A2 inv ag = 2
CCC1CN1P(=O)(N1CCCC1)N1CC1CC (stereo not drawn)
  TLR9-MyD88 inh = -4; C8 TRAIL sens = 6; NCOA3 inh = 0; NOD2-RIPK2 inh = 3; TROY signal inh = 5; NCOA1 inh = -13; NR2F2 inh = -21; EBV LMP1 NFkB = 1; SRC2 inh = -20; Vif imaging = 5; NR5A2 inv ag = 9
CC(C)COC(=O)c1ccccc1C(=O)OCC(C)C
  TLR9-MyD88 inh = -12; C8 TRAIL sens = -9; NCOA3 inh = 13; NOD2-RIPK2 inh = 1; TROY signal inh = -5; NCOA1 inh = 3; NR2F2 inh = 12; EBV LMP1 NFkB = -8; SRC2 inh = 5; Vif imaging = -15; NR5A2 inv ag = -8
COC(=O)C1=C(c2ccc(Cl)c(C(F)(F)F)c2)C[C@@H]2CC[C@H]1N2C
  TLR9-MyD88 inh = -8; C8 TRAIL sens = -2; NCOA3 inh = 6; NOD2-RIPK2 inh = 0; TROY signal inh = -10; NCOA1 inh = -15; NR2F2 inh = 6; EBV LMP1 NFkB = -3; SRC2 inh = 7; Vif imaging = -1; NR5A2 inv ag = -32

Full records as entered above. Order of values: TLR9-MyD88 inh, C8 TRAIL sens, NCOA3 inh, NOD2-RIPK2 inh, TROY signal inh, NCOA1 inh, NR2F2 inh, EBV LMP1 NFkB, SRC2 inh, Vif imaging, NR5A2 inv ag
`CC(O)C1C=CC=CC(=O)OC2CC3OC4C5OC5(C)C(O)CC4(COC(=O)C(O)C(C)CCO1)C2(C)C31CO1` (stereo not drawn) in the list: 1, 62*, 94*, 7, 86*, 96*, 92*, 88*, 73*, 3, 100*
`COC(=O)C[C@H]1CC[C@H]2NC[C@@H](O)COC[C@@H]2O1` in the list: /, -6, /, -12, /, /, -3, /, -21, /, 6
`O[C@@H]1CCCN2CCc3c([nH]c4ccccc34)[C@H]12` in the list: 6, 1, 16, -5, -30, -9, -2, 2, -11, -2, 16
`NC(=O)c1c(Br)n(C2OC(CO)C(O)C2O)c2ncnc(N)c12` (stereo not drawn) in the list: -3, 33, 3, 8, 10, 23, 18, -6, 34, -11, 31
`COc1cccc(CNC2CN3CCC2CC3)c1OC` (stereo not drawn) in the list: -13, -7, -3, -5, 7, 17, 5, -3, -13, -17, -9

High-throughput results (PubChem BioAssay)
